Arrestin-AP2 inh – blocks beta-arrestin peptide binding to AP2 adaptin; FITC-arrestin peptide / GST-AP2 beads, flow cytometry; AP2 beta2 appendage carries R879A mutation; inhibition, % at 10 µM; hit rate 0.31% among 340,000; AID 504490;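 active = inhibition above a set limit, near 3 SD of compounds lacking own fluorescence, cut at about 54% in these data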;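 note: plate controls were DMSO wells for no effect and 5 µM unlabelled arrestin peptide for full effect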
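System: GST-AP2 R879A glutathione beads. Medium: PBS with 0.05% Tween 20 and 0.1% BSA. Also added: FITC-arrestin peptide, 50 nM. Incubation: 12 min plus 1 h, RT. Measured by: high-throughput flow cytometry of beads, ex 488, em 535 nm. Evaluation: percent drop in bead-associated FITC signal.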
V-ATPase pHluor – yeast V-ATPase proton transport regulation by pHLuorin. S. cerevisiae, pHLuorin cytosolic pH fluorescence. response, % at 10 µM. hit rate 0.37% among 350,000. AID 504577; in the data active = response mostly above about 7.3%, no sharp cut-off; inactive = mostly below about 5.4%; note: actives read high; inactives centre near 0; some compounds called inactive have numbers as strong as hits
DAGLB inh – blocks human DAGLB lipase activity | hit rate 0.059% among 340,000 | Q8NCG7 | inhibition, % at 5.17 µM | HEK293T DAGLB membrane lysate, EnzChek fluorogenic substrate | AID 504411; in the data active = inhibition above about 34%;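 note: 0% = enzyme with vehicle and 100% = wells lacking enzyme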
LANA DNA inh – blocks KSHV LANA C-terminal domain binding to DNA | MBP-C-LANA/FAM-LBS DNA binding, fluorescence polarization | inhibition, % at 9 µM | hit rate 0.078% among 340,000 | AID 504423;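 active = highest replicate inhibition at or above 60% at 9 µM, even if other replicates fall short; inactive = all replicates below 60% inhibition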;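 note: 0% = neutral control wells and 100% = 4 µM acridine orange control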
DSG3 Ab inh – human desmoglein-3 autoantibody binding inhibition | P32926 | DSG3-coupled beads, scFv-anti-DSG3-GFP binding, flow cytometry; active compounds read low | binding (percent of control), % at 10 µM | hit rate 0.48% among 310,000;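 active = binding more than 3 SD below its plate's average and above zero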;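 note: hits lower antibody fragment binding to DSG3; some compounds called inactive have numbers as strong as hits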
CAL PDZ FP-1 – human CAL PDZ-peptide interaction inhibition | purified CAL PDZ, TMR-peptide fluorescence polarization, 1 h | inhibition, % at 20 µM | hit rate 0.02% among 330,000 | AID 504414;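 active = highest replicate inhibition of at least 40%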;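 note: plate controls were DMSO neutral control wells for no effect and unlabeled competitor peptide control wells for full effect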
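Read-out basis: mP drop reported as inhibition | Assay system: Tagged CAL PDZ protein CerCALP, purified | Benchmarks: Unlabelled peptide for full inhibition, DMSO wells as neutral | Schedule: 1 h incubation at room temperature before polarization reading | Buffer or medium: Sodium phosphate/NaCl buffer pH 7.4 with TCEP, IgG, Thesit | Doses: Single point, 20 µM | Measured by: Fluorescence polarization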
Cardiac RTF inh – cardiac RTF calcium desensitization; inhibition, % at 7.15 µM; hit rate 0.12% among 340,000; P19429+P45379; IANBD-labeled cardiac RTF, Ca2+ fluorescence;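 active = inhibition above the mean inhibition of all tested compounds plus 3 SD, cut at about 17% in these data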;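 note: assay run at fixed EC70 calcium of 1.6 mM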
Keap1 Nrf2 FP – inhibitors of human Keap1-Nrf2 protein-protein interaction | Q14145 | Keap1 Kelch-Nrf2 peptide fluorescence polarization, 1536-well | inhibition, % at 9.4 µM | hit rate 0.15% among 340,000 | AID 504523; in the data active = inhibition above about 12%;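 note: human Keap1 Kelch domain with fluorescein labeled Nrf2 9mer peptide probe; 0% = neutral control wells and 100% = peptide positive control; higher means more block of Keap1 binding to Nrf2 peptide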
NSD2 HMT inh – NSD2 (human) methyltransferase inhibition | NSD2 peptide methylation, AlphaScreen, 120 min | hit rate 0.54% among 310,000 | AID 743445 | O96028 | inhibition, % at 12.5 µM; in the data active = inhibition above about 50%
Target sequence (O96028 whole entry, looked up): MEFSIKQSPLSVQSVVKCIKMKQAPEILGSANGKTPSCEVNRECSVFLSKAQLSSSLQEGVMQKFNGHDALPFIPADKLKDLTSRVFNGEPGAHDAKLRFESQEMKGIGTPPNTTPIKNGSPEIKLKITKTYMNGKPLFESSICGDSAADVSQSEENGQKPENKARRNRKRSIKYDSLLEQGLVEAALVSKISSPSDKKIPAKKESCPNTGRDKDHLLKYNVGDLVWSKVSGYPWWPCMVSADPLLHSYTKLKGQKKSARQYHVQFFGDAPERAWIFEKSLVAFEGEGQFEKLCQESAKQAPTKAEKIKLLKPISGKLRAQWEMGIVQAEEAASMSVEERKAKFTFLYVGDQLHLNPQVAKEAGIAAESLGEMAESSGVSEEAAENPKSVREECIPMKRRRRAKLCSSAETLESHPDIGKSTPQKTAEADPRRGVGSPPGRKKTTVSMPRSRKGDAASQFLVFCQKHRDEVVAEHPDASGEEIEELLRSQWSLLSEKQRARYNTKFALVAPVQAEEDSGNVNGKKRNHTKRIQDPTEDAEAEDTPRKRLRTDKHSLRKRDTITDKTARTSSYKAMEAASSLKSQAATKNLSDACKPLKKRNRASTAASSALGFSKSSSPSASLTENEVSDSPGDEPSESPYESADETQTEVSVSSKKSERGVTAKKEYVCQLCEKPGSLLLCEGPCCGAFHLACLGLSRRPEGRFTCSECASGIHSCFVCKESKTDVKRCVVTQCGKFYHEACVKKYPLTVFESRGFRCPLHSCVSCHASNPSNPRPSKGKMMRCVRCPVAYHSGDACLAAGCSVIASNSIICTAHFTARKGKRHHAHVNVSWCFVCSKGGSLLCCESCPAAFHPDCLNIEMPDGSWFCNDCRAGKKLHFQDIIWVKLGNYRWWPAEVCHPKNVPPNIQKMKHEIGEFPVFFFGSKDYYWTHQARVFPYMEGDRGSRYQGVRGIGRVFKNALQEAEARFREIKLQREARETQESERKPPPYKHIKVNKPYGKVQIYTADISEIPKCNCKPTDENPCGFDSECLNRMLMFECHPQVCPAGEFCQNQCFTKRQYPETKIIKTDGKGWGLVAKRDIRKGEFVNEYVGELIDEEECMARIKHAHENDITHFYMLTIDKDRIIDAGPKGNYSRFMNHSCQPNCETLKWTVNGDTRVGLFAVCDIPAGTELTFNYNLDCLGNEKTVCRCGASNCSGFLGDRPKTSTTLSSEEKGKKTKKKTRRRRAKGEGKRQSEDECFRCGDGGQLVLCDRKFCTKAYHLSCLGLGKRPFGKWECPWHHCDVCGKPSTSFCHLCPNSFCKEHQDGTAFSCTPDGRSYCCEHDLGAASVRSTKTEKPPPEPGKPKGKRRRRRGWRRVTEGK
CAL PDZ FP-2 – inhibitors of human CAL PDZ peptide binding | Q9HD26 | purified CAL PDZ, TMR-peptide fluorescence polarization, 1 h | inhibition, % at 24.9 µM | hit rate 0.92% among 300,000 | AID 602252;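 active = mean inhibition of at least 30% with at least half of replicates also reaching 30%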;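 note: 0% = DMSO neutral control and 100% = excess unlabeled competitor peptide PRC23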
Numbers without * were called inactive. A portion of the library. The share of hits here may be higher or lower than overall.

What do the screens show for `O=C(CSc1nnc(-c2ccccc2Cl)o1)N1CCCC1`?
Arrestin-AP2 inh: 27.4; V-ATPase pHluor: 0.1; DAGLB inh: -1.6; LANA DNA inh: 0.2; DSG3 Ab inh: 104.4; CAL PDZ FP-1: -3.0; Cardiac RTF inh: -15.2; Keap1 Nrf2 FP: 2.4; NSD2 HMT inh: -1.1; CAL PDZ FP-2: 1.5

How did O=C(Nc1ccc2nn(-c3ccccc3)nc2c1)c1ccc2c(c1)OCO2 do in these assays?
Arrestin-AP2 inh: -12.6; V-ATPase pHluor: -3.0; DAGLB inh: -2.6; LANA DNA inh: -0.5; DSG3 Ab inh: 102.2; CAL PDZ FP-1: -1.5; Cardiac RTF inh: -8.5; Keap1 Nrf2 FP: -2.9; NSD2 HMT inh: 1.2

What do the screens show for `O=C(O)CN1c2cccc3cccc(c23)S1(=O)=O`?
Arrestin-AP2 inh: 2.0; V-ATPase pHluor: -2.3; DAGLB inh: -1.6; LANA DNA inh: 2.5; CAL PDZ FP-1: -2.2; Cardiac RTF inh: 5.0; Keap1 Nrf2 FP: -6.4; CAL PDZ FP-2: -2.3

What do the screens show for `CCOc1ccc(NC(=O)CN(C)C(=O)c2cc(-c3ccncc3)nc3ccccc23)cc1OCC`?
Arrestin-AP2 inh: -9.9; V-ATPase pHluor: -0.8; DAGLB inh: 0.0; LANA DNA inh: -1.3; DSG3 Ab inh: 98.8; CAL PDZ FP-1: -2.1; Cardiac RTF inh: -8.2; Keap1 Nrf2 FP: -2.6; NSD2 HMT inh: 2.1; CAL PDZ FP-2: 2.9

What do the screens show for `O=C1C2C3C=CC(C4CC34)C2C(=O)N1/N=C/c1ccc(-c2cccc([N+](=O)[O-])c2)o1` (configuration not stated)?
Arrestin-AP2 inh: -5.2; V-ATPase pHluor: -1.2; DAGLB inh: 0.2; LANA DNA inh: -2.4; DSG3 Ab inh: 106.8; CAL PDZ FP-1: -0.2; Cardiac RTF inh: -2.1; Keap1 Nrf2 FP: -1.5; NSD2 HMT inh: 0.5; CAL PDZ FP-2: -4.6

Results for Cc1cccc(NC(=O)C(Cc2ccccc2)c2nn[nH]n2)c1C (configuration not stated) ?
Arrestin-AP2 inh: 3.2; V-ATPase pHluor: 4.7; DAGLB inh: 0.7; LANA DNA inh: -1.0; DSG3 Ab inh: 106.2; CAL PDZ FP-1: 0.6; Cardiac RTF inh: -1.4; Keap1 Nrf2 FP: 2.3; NSD2 HMT inh: 2.2

What do the screens show for `Cc1ccc(CN2CCC(N3CCC(C(=O)NCC4CCCO4)CC3)CC2)o1` (configuration not stated)?
Arrestin-AP2 inh: 7.8; V-ATPase pHluor: -2.9; DAGLB inh: -6.6; LANA DNA inh: 0.6; DSG3 Ab inh: 105.7; CAL PDZ FP-1: -0.6; Cardiac RTF inh: -4.7; Keap1 Nrf2 FP: -3.5; NSD2 HMT inh: -1.4; CAL PDZ FP-2: 4.4

Results for CCCCc1ccc(C2C3=C(CC(C)(C)CC3=O)NC3=C2C(=O)c2ccccc23)cc1 (configuration not stated) ?
Arrestin-AP2 inh: 13.1; V-ATPase pHluor: 2.7; DAGLB inh: 45.9*; LANA DNA inh: 1.4; DSG3 Ab inh: 108.5; CAL PDZ FP-1: -2.0; Cardiac RTF inh: -14.8; Keap1 Nrf2 FP: 4.4; NSD2 HMT inh: -1.3; CAL PDZ FP-2: 0.4

What do the screens show for `COc1ccc(NC(=O)NNC(=O)c2cc(C3CC3)nc3ccccc23)c(OC)c1`?
Arrestin-AP2 inh: -2.6; V-ATPase pHluor: 6.4; DAGLB inh: -1.4; LANA DNA inh: -0.1; DSG3 Ab inh: 110.6; CAL PDZ FP-1: 0.9; Cardiac RTF inh: 0.5; Keap1 Nrf2 FP: -5.4; NSD2 HMT inh: 1.7; CAL PDZ FP-2: 5.0

What do the screens show for `Cc1cc(=O)oc2cc(OCC(=O)N3CCCC3)c(Cl)cc12`?
Arrestin-AP2 inh: 2.0; V-ATPase pHluor: -1.3; DAGLB inh: 1.4; LANA DNA inh: -0.8; CAL PDZ FP-1: -0.1; Cardiac RTF inh: -6.0; Keap1 Nrf2 FP: -0.9; NSD2 HMT inh: 18.7; CAL PDZ FP-2: -4.0

Results for CC(NC(=O)Cn1c(NCCO)nc2ccccc21)C1CC2CCC1C2 (configuration not stated) ?
Arrestin-AP2 inh: 40.8; V-ATPase pHluor: 0.7; DAGLB inh: -3.8; LANA DNA inh: 0.7; DSG3 Ab inh: 98.5; CAL PDZ FP-1: 0.2; Cardiac RTF inh: 7.1; Keap1 Nrf2 FP: -1.0; NSD2 HMT inh: -1.2; CAL PDZ FP-2: -1.1

What do the screens show for `COC(=O)C(C)N1C(=O)S/C(=C/c2cc(C)n(-c3ccccn3)c2C)C1=O` (configuration not stated)?
Arrestin-AP2 inh: -2.5; V-ATPase pHluor: -1.3; DAGLB inh: -5.1; LANA DNA inh: 2.7; DSG3 Ab inh: 105.6; CAL PDZ FP-1: -1.5; Cardiac RTF inh: 6.5; Keap1 Nrf2 FP: -1.9; CAL PDZ FP-2: -5.5

Results for COc1cc(C2C(C#N)=C(N)OC3=C2C(=O)CCC3)cc(OC)c1OC(=O)N1CCOCC1 (configuration not stated) ?
Arrestin-AP2 inh: 3.9; V-ATPase pHluor: -1.2; DAGLB inh: -1.3; LANA DNA inh: -1.4; DSG3 Ab inh: 102.2; CAL PDZ FP-1: -1.2; Cardiac RTF inh: -2.2; Keap1 Nrf2 FP: -7.3; NSD2 HMT inh: -0.5; CAL PDZ FP-2: -3.5

How did COc1cc(OC)c2c(-c3cccc(/C=C/c4ccc(F)cc4)c3)cc(=O)oc2c1 do in these assays?
Arrestin-AP2 inh: 1.8; V-ATPase pHluor: 0.1; DAGLB inh: -6.4; LANA DNA inh: 0.1; DSG3 Ab inh: 98.7; CAL PDZ FP-1: 0.2; Cardiac RTF inh: -6.3; Keap1 Nrf2 FP: -8.3; CAL PDZ FP-2: -2.4

Results for CCc1cccc(NC(=O)c2cccc3c2C(=O)N(CC2CCCO2)C3)c1 (configuration not stated) ?
Arrestin-AP2 inh: 4.8; V-ATPase pHluor: 0.0; DAGLB inh: -4.9; LANA DNA inh: -0.5; DSG3 Ab inh: 105.0; CAL PDZ FP-1: -0.7; Cardiac RTF inh: -2.6; Keap1 Nrf2 FP: 1.4

Results for CC(C)c1nnc(NC(=O)c2sc3ccccc3c2Cl)s1 ?
Arrestin-AP2 inh: -1.4; V-ATPase pHluor: 1.5; DAGLB inh: 3.3; LANA DNA inh: -1.6; DSG3 Ab inh: 108.3; CAL PDZ FP-1: -2.5; Cardiac RTF inh: -6.4; Keap1 Nrf2 FP: -5.9; NSD2 HMT inh: -2.0; CAL PDZ FP-2: -5.2

What do the screens show for `CC(C)(C)c1ccc(NC(=O)COc2ccc(-n3ccnc3)cc2)cc1`?
Arrestin-AP2 inh: -7.4; V-ATPase pHluor: 1.1; DAGLB inh: 2.4; LANA DNA inh: 0.8; DSG3 Ab inh: 85.7; CAL PDZ FP-1: -1.3; Cardiac RTF inh: -2.5; Keap1 Nrf2 FP: -2.3; NSD2 HMT inh: 3.0; CAL PDZ FP-2: -1.3

Results for O=c1oc2ccc(Cl)cc2cc1-c1ccccc1 ?
Arrestin-AP2 inh: 7.3; V-ATPase pHluor: 2.0; DAGLB inh: -2.0; LANA DNA inh: -0.8; DSG3 Ab inh: 99.9; CAL PDZ FP-1: -0.2; Cardiac RTF inh: -10.1; Keap1 Nrf2 FP: -1.4; NSD2 HMT inh: -1.5; CAL PDZ FP-2: -2.2

How did OC(c1cccc(OCc2ccccc2)c1)c1nnc(-c2ccccc2)o1 (configuration not stated) do in these assays?
Arrestin-AP2 inh: -7.0; V-ATPase pHluor: 1.7; DAGLB inh: -5.4; LANA DNA inh: 0.9; DSG3 Ab inh: 96.5; CAL PDZ FP-1: -1.8; Cardiac RTF inh: -6.6; Keap1 Nrf2 FP: -1.0

Results for COc1ccc(S(=O)(=O)N2CCN(C(=O)c3ccc(NC(C)=O)cc3)CC2)cc1 ?
Arrestin-AP2 inh: -1.6; V-ATPase pHluor: -2.2; DAGLB inh: -0.7; LANA DNA inh: -0.6; DSG3 Ab inh: 112.5; CAL PDZ FP-1: -2.9; Cardiac RTF inh: -6.7; Keap1 Nrf2 FP: -6.7; NSD2 HMT inh: -1.9; CAL PDZ FP-2: -2.2

What do the screens show for `Cn1c(CC(=O)Nc2ccc(F)cc2)nnc1SCC(=O)Nc1nncs1`?
Arrestin-AP2 inh: 2.7; V-ATPase pHluor: 4.4; DAGLB inh: -1.2; LANA DNA inh: 0.2; DSG3 Ab inh: 112.1; CAL PDZ FP-1: 0.9; Cardiac RTF inh: -1.5; Keap1 Nrf2 FP: -5.6; NSD2 HMT inh: -2.8; CAL PDZ FP-2: 6.1

How did O=C(NNC(=S)Nc1ccc(Br)cc1Cl)c1ccco1 do in these assays?
Arrestin-AP2 inh: -1.7; V-ATPase pHluor: -2.2; DAGLB inh: 1.0; LANA DNA inh: 0.5; DSG3 Ab inh: 111.9; CAL PDZ FP-1: -0.4; Cardiac RTF inh: 3.9; Keap1 Nrf2 FP: -4.5; NSD2 HMT inh: 0.5; CAL PDZ FP-2: -0.7

What do the screens show for `O=C(CCCSc1nc2ccccc2[nH]1)Nc1nnc(C2CC2)s1`?
Arrestin-AP2 inh: 6.5; V-ATPase pHluor: -0.5; DAGLB inh: -0.3; LANA DNA inh: -1.7; DSG3 Ab inh: 96.6; CAL PDZ FP-1: -2.8; Cardiac RTF inh: -2.3; Keap1 Nrf2 FP: -2.0; NSD2 HMT inh: -1.8; CAL PDZ FP-2: -3.9

What do the screens show for `COc1ccc(CCNC(=O)c2cc(-c3ccccc3O)n[nH]2)cc1OC`?
Arrestin-AP2 inh: 4.1; V-ATPase pHluor: 6.8; DAGLB inh: 0.2; LANA DNA inh: -1.8; DSG3 Ab inh: 106.7; CAL PDZ FP-1: -2.0; Cardiac RTF inh: 2.8; Keap1 Nrf2 FP: -4.4; NSD2 HMT inh: -3.8; CAL PDZ FP-2: -4.9

How did COc1ccccc1N1CCN(C(CNC(=O)C2CCCCC2)c2cccnc2)CC1 (configuration not stated) do in these assays?
Arrestin-AP2 inh: 24.4; V-ATPase pHluor: -2.0; DAGLB inh: 2.7; LANA DNA inh: 0.3; DSG3 Ab inh: 108.7; CAL PDZ FP-1: -1.8; Cardiac RTF inh: 6.0; Keap1 Nrf2 FP: -0.4

What do the screens show for `COc1ccc2c(c1)CC(C1(O)C(=O)N(C)c3ccccc31)C2=O` (configuration not stated)?
Arrestin-AP2 inh: 5.4; V-ATPase pHluor: 0.6; DAGLB inh: 0.4; LANA DNA inh: -0.5; DSG3 Ab inh: 94.5; CAL PDZ FP-1: 0.5; Cardiac RTF inh: -1.8; Keap1 Nrf2 FP: -0.8; NSD2 HMT inh: -0.1; CAL PDZ FP-2: 0.2

High-throughput results (PubChem)
